# IL-1B inflam inh = inhibitors of inflammasome signaling (IL-1 beta secretion). activity change, % at 57.5 µM. THP-1 LPS/ATP IL-1B secretion, AlphaLISA, 16 h; stronger effect = lower value. hit rate 4.7% among 360,000. AID 743279; in the data active = activity change below about -50%; inconclusive = mostly about -30% to -49%; also: % is scaled to controls: 0 for no effect and ±100 for the full control effect
#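 THP-1 cells pretreated 1 hr with compounds (up to 57.5 uM final), then stimulated with LPS (250 ng/mL final) plus ATP (1.25 mM final); secreted IL-1B measured by AlphaLISA after 16 hr, decreased signal indicating inhibition.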
# Nrf2 activator = Nrf2 pathway activation; AREc32 ARE-luciferase reporter (MCF7-derived line), luminescence, 24 h; Potency, µM (top dose mostly 46.1 µM), for the others: at the highest dose activation, hits mostly activators; hit rate 0.31% among 410,000; also: potency is read from the fitted curve at half-maximal effect; % of control where 0% means no effect; nearly all actives have a fitted effect of over 65% in size
#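 Quantitative high-throughput format: AREc32 reporter cells, 1000 per well, received compound by pin transfer and were incubated 24 hr at 37 deg C, 5% CO2, before Steady-Glo luminescence detection.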
# ATXN2 expr inh = inhibitors of ATXN2 expression. HEK-293 ATXN2-luciferase reporter, luminescence, 24 h. Potency, µM (series often up to 57 µM), inactives show top-dose activity change, negative = inhibition, usual class: inhibitors. hit rate 0.72% among 360,000. AID 1745845; also: potency is read from the fitted curve at half-maximal effect; % is scaled to controls: 0 for no effect and ±100 for the full control effect; nearly all actives have a fitted effect of over 55% in size
#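 ATXN2-luciferase reporter cells (luciferase flanked by upstream and downstream ATXN2 gene portions) were treated 24 h at 37 °C with compounds at up to 57 uM. SteadyGlo luminescence gave expression; GF-AFC fluorescence gave viability.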
# TGFb inhibitor = blocks TGF-b signaling; HepG2 CAGA-GFP TGF-b/SMAD3 reporter, GFP fluorescence, 18 h; TGF-beta stimulated, 500 pg/mL final; Potency, µM (top dose mostly 46.1 µM), without a hit: at the highest dose activity, negative = inhibition, actives largely listed as inhibitors; AID 588855; hit rate 1.2% among 410,000; also: potency is read from the fitted curve at half-maximal effect; % is scaled to controls: 0 for no effect and ±100 for the full control effect; nearly all actives have a fitted effect of over 65% in size
#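 Read-out: total well GFP (ex488/em500-530) summed from mean per-cell fluorescence. Cells: HEPG2 CAGA-GFP, 1% FBS DMEM, 18 h at 37 degrees C with 500 pg/mL final TGF-beta. Unstimulated wells served as the full-inhibition control; stimulated DMSO wells = 0%.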
# HepG2 tox = kills HepG2 cells in TGF-b inhibitor counter-screen; Potency, µM (titrated, usually from 46.1 µM), without a hit: at the highest dose activity change, negative = cytotoxicity, actives largely listed as cytotoxic; AID 588856; HepG2 CAGA-GFP viability, ATP luminescence, 18 h; hit rate 0.76% among 410,000; also: potency is read from the fitted curve at half-maximal effect; some results filed as inactive show a strong effect at the top dose
#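 CellTiter-Glo luminescence gave cytotoxicity after 18 hours at 37 degrees C. The cells were HepG2 CAGA-GFP in 1% FBS DMEM, stimulated with 500 pg/mL TGF-beta after compound addition. %Activity was normalised to no-cell wells (complete cell-killing) and DMSO (no toxicity), and curves were fitted and classified.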
# ATXN viability = cell viability loss in ATXN counter-screen. hit rate 0.49% among 400,000. S2 cells (HEK-293 line with an ATXN2-luciferase reporter) viability, CellTiter-Fluor protease fluorescence, 24 h. Potency, µM (highest dose often 56.7 µM), hits mostly cytotoxic; also: potency is read from the fitted curve at half-maximal effect; nearly all actives have a fitted effect of over 40% in size
# MCF10A rereplic = DNA re-replication induction in MCF 10a cells; Potency, µM (titrated, usually from 46.1 µM), inactives show at the top dose activity, positive = re-replication, usual class: activators; hit rate 2.9% among 350,000; MCF 10A DNA re-replication, Hoechst nuclear intensity, 48 h; also: potency is read from the fitted curve at half-maximal effect; % of control where 0% means no effect; nearly all actives have a fitted effect of over 50% in size
# A549 tox = kills or reduces viability of A549 cells in Nrf2 counter-screen. A549 ARE-Fluc cells, CellTiter-Fluor viability, 18-24 h. Potency, µM (doses to about 46 µM), for the others: top-dose activity change, negative = cytotoxicity, hits mostly inhibitors. hit rate 0.16% among 390,000; also: potency is read from the fitted curve at half-maximal effect; % is scaled to controls: 0 for no effect and ±100 for the full control effect
#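 A549 ARE_Fluc cells in 5% FBS OPTI-MEM were exposed to compounds in concentration-response for 18-24 h at 37 deg C. Viability was read by CellTiter-Fluor fluorescence (Ex 405/Em 525) after 30 min, before the luciferase read.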
# Nrf2 block = Nrf2 pathway inhibition; A549 ARE-Fluc reporter, luciferase luminescence, 18-24 h; Potency, µM (highest dose often 46 µM), inactives show top-dose activity change, negative = inhibition, most hits filed as inhibitors; hit rate 2.1% among 360,000; AID 504444; also: potency is read from the fitted curve at half-maximal effect; % is scaled to controls: 0 for no effect and ±100 for the full control effect; nearly all actives have a fitted effect of over 60% in size
#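 Concentration-response testing used A549 ARE_Fluc cells at 5000 cells/well. Following an 18-24 h compound incubation, viability was read by fluorescence (Ex 405/Em 525) and luciferase output by luminescence.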
# * marks the source's active call; other numbers are inactive results; i = inactive; ? = inconclusive; . = not tested or not shown; & = joins results of further samples; [ ] = another dose, or the depositor's remark. Unless noted, calls follow the shape of the dose curve; as a rule, active = well fitted curve in the direction sought with a large enough effect; inconclusive = small, poorly fitted or top-dose-only effect, or another doubt; inactive = no such curve, though single readings can be large; an effect the other way counts as inactive or inconclusive. Not a hit list (roughly 8.8% active in at least one column).
SMILES,IL-1B inflam inh,Nrf2 activator,ATXN2 expr inh,TGFb inhibitor,HepG2 tox,ATXN viability,MCF10A rereplic,A549 tox,Nrf2 block
O=C(CN1C(=O)/C(=C/c2cccc(Br)c2)SC1=S)Nc1cccnc1,-4,5.6%,-15%,?,-11%,i,0%,-5%,-4%
CC(=O)c1c(O)cc(O)cc1O,7,-0.7%,1%,8%,11%,i,-2%,0%,-13%
COC(=O)c1ccc(C(=O)OC)c(NC(=O)COC(=O)C23CC4CC(CC(O)(C4)C2)C3)c1,-4,-0.5%,-4%,4%,-17%,i,13%,-7%,7%
CCOc1ccccc1OCCNC1CCCC1,21,-1.1%,.,1%,-1%,i,?,0%,4%
CSCCC(NC(=O)c1ccccc1)C(=O)OCC(=O)NCc1ccco1 (stereo not given),2,-0.4%,5%,-5%,-10%,i,3%,2%,-1%
CCOc1ccc(/C=N\NC(=O)CC(=O)NCCc2ccccc2)cc1,29,0.0%,-18%,-13%,-44%,i,-1%,-2%,-3%
c1ccc(-c2nnc(OCCN3CCOCC3)c3ccccc23)cc1,-17,-0.7%,-1%,-2%,-2%,i,0%,-5%,-14%
C[C@@H]1CN([C@H](C)CO)C(=O)CCCn2nncc2CO[C@H]1CN(C)S(C)(=O)=O,27,-0.5%,5%,17%,-14%,i,.,.,.
COc1cccc(C2(O)CCN(C(=O)c3cccs3)CC2)c1,17,-0.6%,1%,-1%,-1%,i,-2%,10%,2%
CCOc1ccc(-n2c(=O)c3sccc3n(CC(=O)NCC3CCCO3)c2=O)cc1 (stereo not given),-4,0.1%,0%,0%,4%,i,1%,-9%,-5%
CCN(Cc1cc(=O)[nH]c2ccccc12)C(=O)c1ccc(C)cc1,31,3.8%,.,-2%,-24%,i,1%,-20%,-13%
COc1cccc(CN(C)C(=O)C(CCSC)NS(=O)(=O)c2ccc3c(c2)OCCO3)c1OC (stereo not given),-1,0.0%,-13%,0%,-8%,i,?,-19%,-9%
Cn1c(=O)c2c(ncn2CC(=O)N/N=C/C(Br)=C/c2ccccc2)n(C)c1=O,-19,?,-14%,-9%,-5%,?,24%,-5%,7%
COc1ccc2cc3cc(C(=O)NCCCN4CCC(C)CC4)oc3nc2c1,-83*,19%,-12%,0%,-5%,i,5%,-3%,9%
O=C(O)/C=C/C(=O)NNC(=O)c1cc(-c2ccccc2)n[nH]1,-4,-0.2%,-29%,4%,9%,i,?,-5%,-20%
CCOc1ccc(S(=O)(=O)N2CCN(Cc3ccc4c(c3)OCO4)CC2)cc1OCC,-1,-0.5%,-12%,5%,-15%,i,6%,-1%,-3%
CC1(C)C(=O)OC(c2ccco2)C(C)(C)C1=O (stereo not given),4,-0.3%,-3%,1%,-9%,i,-3%,-11%,-5%
CC1CCN(S(=O)(=O)c2ccccc2[N+](=O)[O-])CC1,-4,1.6%,0%,-10%,-10%,i,-3%,3%,?
CC1=C(/C=C/C(=O)O)C(C)(C)CCC1,20,-0.1%,-1%,4%,-5%,i,0%,6%,2%
CS(=O)(=O)N(Cc1ccc(C(=O)NCCSCc2ccco2)cc1)c1ccccc1,10,-0.1%,-3%,6%,16%,i,7%,-4%,?
COc1ccc2c(CC(=O)Nc3ccc(C)cc3)coc2c1,.,0.6%,14%,-21%,-16%,i,.,4%,1%
C=CCNC(=S)/N=c1/ccccn1C,8,-0.3%,1%,3%,4%,?,-1%,-4%,4%
COc1ccc(CN2CCC(=O)N(CCO)CC2)cc1OC,14,-0.9%,10%,1%&18%,21%&16%,i,-2%,0%,-1%
Cn1c(Cn2c(=O)sc3ccccc32)nnc1SCC(=O)NCc1ccc2c(c1)OCO2,12,-0.8%,4%,0%,-10%,i,1%,-3%,3%
Cc1c(NC(=O)C(C)Sc2nc(N)cc(=O)[nH]2)c(=O)n(-c2ccccc2)n1C (stereo not given),-10,-0.5%,2%,1%,4%,i,-5%,0%,16%
CC(C)c1nc2cc(C(=O)NC(C)c3cnn(C)c3)ccc2o1 (stereo not given),-4,-0.6%,.,5%,-20%,i,1%,1%,3%
C=CCNc1nnc(Cc2ccc(F)cc2)c(=O)[nH]1,-11,-0.9%,7%,12%,16%,i,-1%,-2%,13%
CO/N=C/CC(=O)c1ccc([N+](=O)[O-])c(CS(=O)(=O)c2ccc(Cl)cc2)c1,4,0.4%,.,-21%,-26%,?,-16%,0%,-3%
c1ccc(C2COC(c3cccs3)=N2)cc1 (stereo not given),-7,7.3%,16%,-2%,-9%,i,2%,4%,16%
CS(=O)(=O)Cc1ccc(C(=O)NC2CCSc3ccccc32)cc1 (stereo not given),0,-0.4%,26%,-1%,-3%,i,-10%,-1%,-9%
O=C(c1cnc(N2CCN(c3ncccn3)CC2)c2ccccc12)N1CCN(c2ccccn2)CC1,-66*,-0.1%,-15%,-11%,-9%,i,?,-2%,?
COc1cccc2sc3ccc(C#CC4(O)CCCCC4)cc3c(=O)c12,-57*,6.7%,?,?,-42%,i,27%,-11%,?
COc1ccc(NS(=O)(=O)c2cccc(C(=O)N/N=C/c3ccccn3)c2)cc1,25,3.1%,19%,10%,-28%,i,10%,6%,-17%
O=C(Nc1cccc(S(=O)(=O)N2CCOCC2)c1)c1ccc(Cl)nc1,26,2.2%,.,?,-12%,i,24%,1%,2%
CC(=O)OC(C[N+]1(C)CCCCCC1)c1ccccc1 (stereo not given),-5,-0.3%,.,-5%,-3%,i,-2%,-7%,2%
NC(=O)CC(NC(=O)c1ccccc1)c1ccc(NCc2ccccn2)c([N+](=O)[O-])c1 (stereo not given),-5,0.3%,0%,0%,-1%,i,2%,-3%,-2%
Cc1ccc(/C=N\NC(=O)c2csnn2)cc1,7,-0.4%,34%[activator],?,-3%,i,-3%,3%,?
COc1ccc(N(CC(=O)Nc2cc(Cl)ccc2C)S(=O)(=O)c2c(C)n[nH]c2C)cc1,-10,0.1%,.,-20%,-1%,i,-4%,-5%,1%
O=Cc1c(NCCc2ccc(F)cc2)c2ccccc2[nH]c1=O,-18,-0.6%,2%,-11%,-1%,i,-2%,2%,-9%
CCC(C(=O)Nc1cc(C)on1)c1ccccc1 (stereo not given),-2,-0.5%,-7%,-12%,1%,i,2%,-9%,-17%
COc1ccccc1C(=O)NNC(=O)c1ccc(F)cc1,9,6.6%,3%,8%,-1%,i,-20%,11%,8%
COc1ccc(OC)c(-c2cc(C(=O)Nc3c(C)n(C)n(-c4ccccc4)c3=O)no2)c1,?,-0.1%,-8%,-8%,0%,i,16%,?,-6%
O=C(COC(=O)C1CC1)NCCc1ccccc1,4,2.8%,5%,1%,-2%,i,0%,1%,3%
Cc1nn2c(nc1=O)SCC(c1ccccc1)=N2,-5,7.5%,26%,-6%,-4%,i,9%,1%,?
CCOC(=O)c1[nH]nc(-c2c(O)cc(C)cc2O)c1-c1csc(C)n1,10,0.2%,1%,3%,-53%,i,1%,0%,9%
CC[C@@H]1CC=C[C@H]2[C@H]1C(=O)N(Cc1ccccc1)[C@H]2c1ccoc1,-107*,-2.9%,?,13µM*,-33%,.,8.2µM*,-20%,-14%
C/C=C/C(=O)Nc1nnc(C(C)C)s1,27,5.6%,13%,-17%,1%,i,-1%,1%,.
N/C(=N\OC(=O)c1cccc(Br)c1)c1ccc([N+](=O)[O-])cc1,-8,?,.,-18%,-21%,i,5%,18%,?
O=C(N/N=C/c1cc([N+](=O)[O-])ccc1O)C1CC1,72,8.3%,.,-2%,-38%,?,?,?,-4%

# Screening data (PubChem)
